M1 ag = activates the M1 muscarinic receptor | CHO-M1 cells, Fluo-4 calcium fluorescence, agonist mode; stronger effect = higher value | B-score at 10 µM | actives 3% (n = 64,000);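 active = fluorescence rise, raw or as B-score row- and column-corrected plate score, outside the 99.7% band of its plate's samples, either direction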
Ec RNAP inh = Escherichia coli RNA polymerase inhibition. E. coli RNA polymerase, fluorescence transcription assay. inhibition, %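 (tested at 10 µM)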. actives 0.2% (n = 62,000); in the data active = inhibition above about 20%;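 note: 0% = enzyme without compound and 100% = no enzyme blank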
Target sequence (P0A8V2 whole entry, looked up): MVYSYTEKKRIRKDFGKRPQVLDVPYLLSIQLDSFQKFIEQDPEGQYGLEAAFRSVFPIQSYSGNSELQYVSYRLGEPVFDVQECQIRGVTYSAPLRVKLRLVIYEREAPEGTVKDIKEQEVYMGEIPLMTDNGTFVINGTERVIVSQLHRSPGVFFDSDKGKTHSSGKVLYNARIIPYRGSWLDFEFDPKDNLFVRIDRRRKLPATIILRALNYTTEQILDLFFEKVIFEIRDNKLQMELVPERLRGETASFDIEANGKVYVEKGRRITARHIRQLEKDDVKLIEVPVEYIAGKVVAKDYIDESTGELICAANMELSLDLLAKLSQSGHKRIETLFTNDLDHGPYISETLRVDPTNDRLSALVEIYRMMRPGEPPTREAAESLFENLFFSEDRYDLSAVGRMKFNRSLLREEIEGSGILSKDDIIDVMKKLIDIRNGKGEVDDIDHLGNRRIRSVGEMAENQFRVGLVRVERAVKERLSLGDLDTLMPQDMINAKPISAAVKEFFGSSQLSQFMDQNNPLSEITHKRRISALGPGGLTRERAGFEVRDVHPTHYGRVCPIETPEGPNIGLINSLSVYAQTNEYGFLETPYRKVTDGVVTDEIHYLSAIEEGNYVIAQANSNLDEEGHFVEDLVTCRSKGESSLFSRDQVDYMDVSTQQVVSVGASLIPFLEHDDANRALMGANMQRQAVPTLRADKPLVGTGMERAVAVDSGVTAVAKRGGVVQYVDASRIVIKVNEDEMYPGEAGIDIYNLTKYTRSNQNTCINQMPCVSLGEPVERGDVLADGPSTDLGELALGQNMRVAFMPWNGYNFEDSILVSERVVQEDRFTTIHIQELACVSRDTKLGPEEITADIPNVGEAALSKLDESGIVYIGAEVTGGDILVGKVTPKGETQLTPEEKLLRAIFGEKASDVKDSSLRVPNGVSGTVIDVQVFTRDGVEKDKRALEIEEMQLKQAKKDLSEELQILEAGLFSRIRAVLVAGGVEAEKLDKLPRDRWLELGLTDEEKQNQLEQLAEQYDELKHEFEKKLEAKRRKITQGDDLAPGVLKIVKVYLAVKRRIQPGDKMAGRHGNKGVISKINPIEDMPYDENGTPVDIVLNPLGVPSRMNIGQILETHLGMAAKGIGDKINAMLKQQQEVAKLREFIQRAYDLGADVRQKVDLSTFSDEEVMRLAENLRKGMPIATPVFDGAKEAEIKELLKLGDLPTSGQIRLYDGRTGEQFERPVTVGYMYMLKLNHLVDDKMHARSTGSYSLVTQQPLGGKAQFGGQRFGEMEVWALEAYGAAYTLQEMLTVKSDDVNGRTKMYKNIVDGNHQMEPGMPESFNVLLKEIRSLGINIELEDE
D1 mod = allosterically modulates the human D1 dopamine receptor; P21728; HEK293 D1, CRE-luciferase, dopamine EC30 potentiation; actives deviate in either direction; B-score at 10 µM; actives 5.9% (n = 58,000); AID 641;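 active = luminescence count or its row- and column-corrected plate score outside the 99.7% band of the plate's sample wells, on either side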
TNAP act mid DEA = activators of human TNAP at intermediate phosphate acceptor; 64,000 tested, under 10 active; P05186; purified TNAP, CDP-star luminescence, 100 mM DEA, 30 min; stronger effect = higher value; scale: 0 levamisole-inhibited, 1 vehicle-only enzyme; activation factor at 20 µM;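 active = activation factor of at least 2 at 20 µM, relative to controls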
Jurkat viability = cytotoxicity toward Jurkat cells | Jurkat E6.1 viability, ATP luminescence, 48 h | inhibition, % at 4 µM | actives 1.2% (n = 56,000);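 active = inhibition above the mean inhibition of all tested compounds plus 3 SD, cut at about 28% in these data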
M1 antagonist = M1 muscarinic receptor (rat) antagonism; B-score at 10 µM; actives 3.4% (n = 64,000); CHO-M1 cells, Fluo-4 calcium, ACh EC80 antagonist mode; stronger effect = lower value; P08482; AID 628;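 active = calcium fluorescence response, raw or row-and-column corrected B-score, differing from the plate sample mean either way at a set confidence level, mostly lower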
S1P1 ag-PAM = S1P1 (human) agonism or agonism potentiation; P21453; S1P1 CRE-bla cells, forskolin, beta-lactamase FRET, potentiator mode; S1P1 agonist co-added at EC20, 2 nM; 100% = saturating reference agonist, 0% = basal; activation, % at 9.5 µM; actives 0.57% (n = 56,000);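 active = activation above a cutoff set at the mean activation of all tested compounds plus 3 SD, cut at about 54% in these data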;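 note: forskolin at 4 µM as EC80 and the EC20 agonist is SEW2871; 100% = SEW2871 at its EC100 plus forskolin at EC80; some compounds past the cut are filed as inactive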
HEK293 NFkB inh = inhibitors of the PMA/ionomycin-induced NF-kB reporter in HEK293 cells | HEK-293 NF-kB luciferase reporter, luminescence | AID 465 | inhibition, % at 3 µM | actives 0.21% (n = 62,000);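 active = inhibition above the mean of all tested compounds plus 3 SD, cut at about 40% in these data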;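 note: 0% = stimulated DMSO wells and 100% = 10 µM reference inhibitor 5653914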
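System – HEK-293 cells with stable firefly luciferase reporter driven by four HIV NF-kB elements · Doses – one dose, 3 µM · Schedule – 1 h compound pre-incubation, 16 h PMA/ionomycin at 37 °C · Technique – luminescence from luciferase substrate reagent · Measure – percent inhibition normalized per plate to DMSO and reference-inhibitor controls · Replicates – tested once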
S1P3 ag = agonists of human S1P3 receptor. Q99500. S1P3 NFAT-BLA reporter cells, agonism, FRET ratio; relative to 1 µM S1P, basal subtracted. activation, % at 4.5 µM. actives 0.1% (n = 60,000);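 active = activation above the screen-wide mean plus 3 SD, cut at about 4.5% in these data, passing the limit was not always enough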; note: some compounds called inactive have numbers as strong as hits
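Material: Human S1P3 NFAT-BLA reporter CHO cells | Incubation: Overnight plating, 4 h compound 37 °C, 2 h substrate RT | Signal: FRET β-lactamase substrate fluorescence, excitation 405 nm, 460/535 nm emission ratio, background-subtracted | Compound: 4.5 µM final, single dose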
Starred values were filed as active, the others as inactive.

What do the screens show for `O=C(NCc1ccco1)c1cc(-c2ccc(Cl)cc2)on1`?
M1 ag: 0.5; Ec RNAP inh: 3; D1 mod: -0.11; TNAP act mid DEA: 1.1; Jurkat viability: -6; M1 antagonist: -0.024; S1P1 ag-PAM: -28; HEK293 NFkB inh: -17; S1P3 ag: -0.5

How did Cc1nc(=O)c(-c2ccccc2)c(C)n1-c1cccc(C(=O)O)c1 do in these assays?
M1 ag: 0.011; Ec RNAP inh: 8; D1 mod: 0.016; TNAP act mid DEA: 1; Jurkat viability: -3; M1 antagonist: -0.69; S1P1 ag-PAM: 6; HEK293 NFkB inh: 18; S1P3 ag: -0.2

Results for CC(C)(C)C1=Nn2c(nnc2C2CCCCC2)SC1 ?
M1 ag: -0.46; Ec RNAP inh: 9; D1 mod: 24*; TNAP act mid DEA: 0.9; M1 antagonist: 0.0042; S1P1 ag-PAM: -9; S1P3 ag: -1.8

How did COc1ccc(C2C3=C(CC(C)(C)CC3=O)Nc3c2c(=O)[nH]c2nc(C)nn32)cc1 (configuration not stated) do in these assays?
M1 ag: -1.7; Ec RNAP inh: 9; D1 mod: -0.8; TNAP act mid DEA: 1; Jurkat viability: -10; M1 antagonist: -0.22; S1P1 ag-PAM: -6; HEK293 NFkB inh: 16; S1P3 ag: -0.7

What do the screens show for `CCCOc1ccc(C2c3c(oc4cc(C)c(C)cc4c3=O)C(=O)N2CCCN(C)C)cc1OCC` (configuration not stated)?
M1 ag: -0.14; Ec RNAP inh: 8; D1 mod: -0.78; TNAP act mid DEA: 1; Jurkat viability: 1; M1 antagonist: -0.18; S1P1 ag-PAM: -17; HEK293 NFkB inh: 8; S1P3 ag: -0.1

What do the screens show for `COc1ccc(/C(O)=C2/C(=O)C(=O)N(CCN(C)C)C2c2ccc(C)cc2)cc1Cl` (configuration not stated)?
M1 ag: -0.44; Ec RNAP inh: 11; D1 mod: 0.0025; TNAP act mid DEA: 1; Jurkat viability: -5; M1 antagonist: 0.58; S1P1 ag-PAM: -1; HEK293 NFkB inh: 15; S1P3 ag: -1.3

Results for COc1ccc(-n2cnnc2SCC(=O)c2cc(C)n(Cc3cccs3)c2C)cc1 ?
M1 ag: -0.045; Ec RNAP inh: 10; D1 mod: -0.43; TNAP act mid DEA: 1; Jurkat viability: -13; M1 antagonist: -0.22; S1P1 ag-PAM: 9; HEK293 NFkB inh: 19; S1P3 ag: -0.2

Results for COc1ccc(CCNC(=O)Cn2nnc(-c3cccs3)n2)cc1OC ?
M1 ag: -0.51; Ec RNAP inh: 6; D1 mod: 1.7; TNAP act mid DEA: 0.9; Jurkat viability: -3; M1 antagonist: 0.2; S1P1 ag-PAM: -14; HEK293 NFkB inh: 5; S1P3 ag: 0.4

What do the screens show for `CCOc1ccc(-n2cc(C(=O)N3CCC(C)CC3)c3cc(OC)c(OC)cc3c2=O)cc1`?
M1 ag: 1.2; Ec RNAP inh: 6; D1 mod: -0.074; TNAP act mid DEA: 1; Jurkat viability: 9; M1 antagonist: 0.073; S1P1 ag-PAM: -13; HEK293 NFkB inh: 24; S1P3 ag: 0.9

Results for CCN1CCN(C(=O)C2c3cc(OC)c(OC)cc3C(=O)N(C)C2c2ccc(SC)cc2)CC1 (configuration not stated) ?
M1 ag: -0.87; Ec RNAP inh: 1; D1 mod: -1.1; TNAP act mid DEA: 0.9; M1 antagonist: -0.62; HEK293 NFkB inh: 11

Results for COc1ccc(C(=O)N2CCCC(c3nc(-c4cccs4)no3)C2)cc1OC (configuration not stated) ?
M1 ag: 1.4; Ec RNAP inh: 8; D1 mod: 0.7; TNAP act mid DEA: 1.1; Jurkat viability: 4; M1 antagonist: 0.7; S1P1 ag-PAM: -26; HEK293 NFkB inh: 19; S1P3 ag: -0.8

What do the screens show for `COc1ccc(Cl)cc1NC(=O)CCn1cnc2ccccc2c1=O`?
M1 ag: 0.29; Ec RNAP inh: -4; D1 mod: 0.32; TNAP act mid DEA: 0.9; Jurkat viability: 16; M1 antagonist: -1; S1P1 ag-PAM: -8; HEK293 NFkB inh: 18; S1P3 ag: -0.4

Some of these compounds in order of formula weight, ascending:
What do the screens show for `O=C(NCc1ccco1)c1cc(-c2ccc(Cl)cc2)on1`?
M1 ag: 0.5; Ec RNAP inh: 3; D1 mod: -0.11; TNAP act mid DEA: 1.1; Jurkat viability: -6; M1 antagonist: -0.024; S1P1 ag-PAM: -28; HEK293 NFkB inh: -17; S1P3 ag: -0.5

What do the screens show for `COc1ccc(Cl)cc1NC(=O)CCn1cnc2ccccc2c1=O`?
M1 ag: 0.29; Ec RNAP inh: -4; D1 mod: 0.32; TNAP act mid DEA: 0.9; Jurkat viability: 16; M1 antagonist: -1; S1P1 ag-PAM: -8; HEK293 NFkB inh: 18; S1P3 ag: -0.4

Results for COc1ccc(C(=O)N2CCCC(c3nc(-c4cccs4)no3)C2)cc1OC (configuration not stated) ?
M1 ag: 1.4; Ec RNAP inh: 8; D1 mod: 0.7; TNAP act mid DEA: 1.1; Jurkat viability: 4; M1 antagonist: 0.7; S1P1 ag-PAM: -26; HEK293 NFkB inh: 19; S1P3 ag: -0.8

What do the screens show for `CCCOc1ccc(C2c3c(oc4cc(C)c(C)cc4c3=O)C(=O)N2CCCN(C)C)cc1OCC` (configuration not stated)?
M1 ag: -0.14; Ec RNAP inh: 8; D1 mod: -0.78; TNAP act mid DEA: 1; Jurkat viability: 1; M1 antagonist: -0.18; S1P1 ag-PAM: -17; HEK293 NFkB inh: 8; S1P3 ag: -0.1

The list goes on.
How did O=C(CN1CCC(NC(=O)c2ccc(F)cc2)CC1)NCc1ccccc1F do in these assays?
M1 ag: 0.16; Ec RNAP inh: 7; D1 mod: -0.65; TNAP act mid DEA: 0.9; Jurkat viability: 1; M1 antagonist: 0.24; S1P1 ag-PAM: -5; HEK293 NFkB inh: 6; S1P3 ag: 0.4

Results for Cc1ccc(-c2cc(-c3ccc(Cl)cc3)c(C#N)c(N)n2)o1 ?
M1 ag: -0.0047; Ec RNAP inh: 7; D1 mod: 4.1; TNAP act mid DEA: 1; Jurkat viability: 1; M1 antagonist: 2.4e-06; S1P1 ag-PAM: -216; HEK293 NFkB inh: 16; S1P3 ag: 5.9*

What do the screens show for `CC(C)(C)OC(=O)N1CCC[C@H]1c1nnc(SCc2ccccc2F)o1`?
M1 ag: 0.46; Ec RNAP inh: 8; D1 mod: 0.039; TNAP act mid DEA: 0.9; Jurkat viability: 3; M1 antagonist: -0.79; S1P1 ag-PAM: 2; HEK293 NFkB inh: 11; S1P3 ag: -0.7

How did CC1=CC(C)(C)N2C(=O)C3(SCC(=O)N3c3ccc(O)cc3)c3cc(C)cc1c32 (configuration not stated) do in these assays?
M1 ag: -1.2; Ec RNAP inh: 7; D1 mod: -0.019; TNAP act mid DEA: 0.9; Jurkat viability: 3; M1 antagonist: 0.55; S1P1 ag-PAM: -16; HEK293 NFkB inh: 2; S1P3 ag: -0.3

How did O=C(NC1CCCCCC1)c1cc(S(=O)(=O)N2CCOCC2)ccc1N1CCCCC1 do in these assays?
M1 ag: 0.48; Ec RNAP inh: 6; D1 mod: 0.64; TNAP act mid DEA: 0.9; Jurkat viability: -3; M1 antagonist: 0.14; S1P1 ag-PAM: 15; HEK293 NFkB inh: 10; S1P3 ag: -0.5

What do the screens show for `CCN(Cc1cc2ccccc2[nH]c1=O)C(=O)C(C)C`?
M1 ag: 0.67; Ec RNAP inh: 1; D1 mod: 0.21; TNAP act mid DEA: 0.9; Jurkat viability: 10; M1 antagonist: 1.2; S1P1 ag-PAM: -1; HEK293 NFkB inh: 8; S1P3 ag: -0.7

How did CCOC(=O)c1ccc(S(=O)(=O)n2c(CN3CCCCC3)nc3ccccc32)cc1 do in these assays?
M1 ag: 0.28; Ec RNAP inh: 14; D1 mod: 2.1; TNAP act mid DEA: 0.9; Jurkat viability: -13; M1 antagonist: -0.46; S1P1 ag-PAM: -6; HEK293 NFkB inh: 12; S1P3 ag: -0.5

What do the screens show for `COc1cccc(C2CC(=O)N3CN(c4ccccc4F)CSC3=C2C#N)c1` (configuration not stated)?
M1 ag: 0.061; Ec RNAP inh: 3; D1 mod: -0.06; TNAP act mid DEA: 0.9; Jurkat viability: -4; M1 antagonist: -0.56; S1P1 ag-PAM: -6; HEK293 NFkB inh: 2; S1P3 ag: -0.3

Results for Cc1ccc(SCc2nc(-c3ccccn3)no2)cc1 ?
M1 ag: -0.51; Ec RNAP inh: 6; TNAP act mid DEA: 0.8; Jurkat viability: 0; M1 antagonist: -0.81; S1P1 ag-PAM: -14; HEK293 NFkB inh: -8; S1P3 ag: -0.3

Results for CCOC(=O)C(NC(=O)OC(C)C)(Nc1nccs1)C(F)(F)F (configuration not stated) ?
M1 ag: -0.25; Ec RNAP inh: 11; D1 mod: -0.042; TNAP act mid DEA: 0.9; Jurkat viability: 2; M1 antagonist: -0.66; S1P1 ag-PAM: -1; HEK293 NFkB inh: 7; S1P3 ag: -0.1

How did c1ccc(CCNc2nc3ccccc3n3nnnc23)cc1 do in these assays?
M1 ag: -0.49; Ec RNAP inh: 0; D1 mod: 1.2; TNAP act mid DEA: 0.9; Jurkat viability: 0; M1 antagonist: 0.72; S1P1 ag-PAM: -6; HEK293 NFkB inh: 4; S1P3 ag: -1.3

What do the screens show for `CC(C)(C)OC(=O)N1Cc2ccccc2C[C@H]1C(=O)O`?
M1 ag: -0.16; Ec RNAP inh: 2; TNAP act mid DEA: 0.9; Jurkat viability: -2; M1 antagonist: -0.26; S1P1 ag-PAM: -15; HEK293 NFkB inh: 7; S1P3 ag: -0.4

Results for COc1ccc(Cn2nnnc2C(C(C)C)N2CCc3ccccc32)cc1 (configuration not stated) ?
M1 ag: -0.52; Ec RNAP inh: -4; D1 mod: -0.3; TNAP act mid DEA: 0.9; Jurkat viability: 2; M1 antagonist: -2.4; S1P1 ag-PAM: 9; HEK293 NFkB inh: 16; S1P3 ag: -1.2

Results for CN1CC2(Cc3c1ccc1ccccc31)C(=O)OC(C)(C)OC2=O ?
M1 ag: 0.15; Ec RNAP inh: -19; D1 mod: -0.53; TNAP act mid DEA: 0.9; Jurkat viability: -3; M1 antagonist: -0.63; S1P1 ag-PAM: -31; HEK293 NFkB inh: 9; S1P3 ag: 0.2

What do the screens show for `Cc1ccc2c(c1)c1ncnc(N3CCOCC3)c1n2C`?
M1 ag: -0.99; Ec RNAP inh: -8; D1 mod: 1.4; TNAP act mid DEA: 0.9; Jurkat viability: -4; M1 antagonist: 0.074; S1P1 ag-PAM: -19; HEK293 NFkB inh: -3; S1P3 ag: -0.6

Results for CC(=O)N(c1ccccc1)C1SC(=O)N(c2ccccc2)C1=O (configuration not stated) ?
M1 ag: -0.52; Ec RNAP inh: 11; D1 mod: -0.33; TNAP act mid DEA: 1; Jurkat viability: -4; M1 antagonist: 0.2; S1P1 ag-PAM: 41; HEK293 NFkB inh: 10; S1P3 ag: 0.1

What do the screens show for `Cc1nccc2[nH]c(=O)c(C(=O)NCCCN(C)C3CCCCC3)cc12`?
M1 ag: 1.5; Ec RNAP inh: 4; D1 mod: -0.74; TNAP act mid DEA: 1; Jurkat viability: -3; M1 antagonist: -1.2; S1P1 ag-PAM: -7; HEK293 NFkB inh: 12; S1P3 ag: 0.2

Not a hit list. About 12% of those tested had a hit in this group.
